HepG2 viability = qHTS for Inhibitors of TGF-b: Cytotox Counterscreen | HepG2 CAGA-GFP viability, ATP luminescence, 18 h | Potency, µM (top dose mostly 46.1 µM), for the others: at the top dose activity change, negative = cytotoxicity, most hits filed as cytotoxic | 0.76% of 410,000 active; further: potency means the concentration at half of the fitted maximal effect; some results filed as inactive show a strong effect at the top dose
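CellTiter-Glo luminescence gave cytotoxicity after 18 hours at 37 degrees C. The cells were HepG2 CAGA-GFP in 1% FBS DMEM, stimulated with 500 pg/mL TGF-beta after compound addition. %Activity was normalised to no-cell wells (complete cell-killing) and DMSO (no toxicity), and curves were fitted and classified.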
Akt phos inh = HTS Assay for Inhibitors of Akt Phophorylation: Primary Screen. Neuro2A IGF-stimulated pAkt S473 HTRF, 20 min; active compounds read low. activity change, % for hits at 50 µM. 0.32% of 360,000 active. AID 651550, 2012; in the data active means activity change below about -80%; inconclusive means mostly about -51% to -80%; further: on the % scale 0 is the no-effect control and ±100 the full control effect
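Neuro2A cells (4,500/well, DMEM with 0.5% FBS) were treated with compound at a single 50 µM final concentration, stimulated with 6 nM IGF for 20 min at 37 °C, and lysed. Phospho-Akt Ser473 was read by HTRF as 665/615 ratio ×10^4.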
Nrf2 block = Nrf2 qHTS screen for inhibitors; A549 ARE-Fluc reporter, luciferase luminescence, 18-24 h; Potency, µM (top dose mostly 46 µM), inactives show top-dose activity change, negative = inhibition, most hits filed as inhibitors; 2.1% of 360,000 active; further: potency means the concentration at half of the fitted maximal effect; on the % scale 0 is the no-effect control and ±100 the full control effect; nearly all actives have a fitted effect of over 60% in size
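Quantitative HTS in A549 cells stably bearing an antioxidant response element-firefly luciferase construct. Inhibition of Nrf2-driven transcription was scored by luminescence after 18-24 h of compound exposure at 37 °C.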
TGFb inhibitor = qHTS for Inhibitors of TGF-b; 1.2% of 410,000 active; HepG2 CAGA-GFP TGF-b/SMAD3 reporter, GFP fluorescence, 18 h; TGF-beta stimulated, 500 pg/mL final; Potency, µM (titrated, usually from 46.1 µM), inactives show at the highest dose activity, negative = inhibition, actives largely listed as inhibitors; further: potency means the concentration at half of the fitted maximal effect; on the % scale 0 is the no-effect control and ±100 the full control effect; nearly all actives have a fitted effect of over 65% in size
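Inhibition was scored as loss of TGF-beta-induced (500 pg/mL final, 18 hours, 37 degrees C) GFP in HEPG2 cells carrying a CAGA-GFP reporter, in DMEM with 1% FBS. Well GFP was summed per cell; Activity was normalised to unstimulated and stimulated DMSO wells, then concentration-response fitting.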
MmCpn inh = Inhibitors of TCP-1 ring complex (TRiC) of Methanococcus maripaludis (MmCpn): qHTS | Potency, µM (doses to about 76.9 µM), for the others: top-dose activity, negative = inhibition, actives largely listed as inhibitors | purified Mm-Cpn ATPase, ADP Transcreener TR-FRET | 0.031% of 330,000 active | Chaperonin Mm-Cpn (Methanococcus maripaludis); further: potency means the concentration at half of the fitted maximal effect; on the % scale 0 is the no-effect control and ±100 the full control effect; nearly all actives have a fitted effect of over 80% in size
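Quantitative HTS used 25 nM Mm-CPN and 10 uM ATP in magnesium/KCl Tris buffer, pH 7.4, with 1 mM DTT. Hydrolysis ran 30 min at 37°C; ADP was read by HTRF.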
A549 viability = Nrf2 qHTS screen for inhibitors: counterscreen for cytotoxicity | A549 ARE-Fluc cells, CellTiter-Fluor viability, 18-24 h | 0.16% of 390,000 active | AID 504648, 2011 | Potency, µM (series often up to 46 µM), for inactives: top-dose activity change, negative = cytotoxicity, hits mostly inhibitors; further: potency means the concentration at half of the fitted maximal effect; on the % scale 0 is the no-effect control and ±100 the full control effect
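Cytotoxicity counterscreen: CellTiter-Fluor fluorescence was measured in A549 ARE_Fluc cells after 18-24 h of compound exposure in a concentration series. The subsequent BugLite luminescent read reports ARE-luciferase activity.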
Abeta rescue = qHTS for compounds that reverse cellular toxicity of Amyloid beta (A-beta) peptide in yeast: Primary Screen. yeast expressing A-beta42, growth rescue, OD600, 48 h; response scale: 0% DMSO, 100% iron-clioquinol control. Potency, µM (series often up to 46.1 µM), for the others: top-dose growth rescue, usual class: activators. AID 1347071, 2019. 0.063% of 410,000 active; further: potency means the concentration at half of the fitted maximal effect; nearly all actives have a fitted effect of over 55% in size
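Yeast growth medium received pinned compounds, then yeast cells expressing toxic A-beta were added; plates incubated at 30 C for 48 hr. Growth read as absorbance at 600 nm, normalized to DMSO and equimolar FeCl3 plus clioquinol controls.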
Nrf2 ARE act = qHTS of Nrf2 Activators | AREc32 ARE-luciferase reporter (MCF7-derived line), luminescence, 24 h | Potency, µM (titrated, usually from 46.1 µM), inactives show top-dose activation, most hits filed as activators | 0.31% of 410,000 active; further: potency means the concentration at half of the fitted maximal effect; % of control where 0% means no effect; nearly all actives have a fitted effect of over 65% in size
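Cells of the AREc32 ARE-luciferase line are plated in OPTI-MEM containing 5% FBS and left overnight at 37 deg C. Compounds are pinned in, incubation continues 24 hr, and firefly luciferase signal is then measured.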
CCT modulator = High-Throughput Screening for Modulators of Cytosolic Chaperonin Activity | activity change, % (concentration not given with the values), hits read low | 0.3% of 360,000 active | purified chaperonin ATPase assay, HTRF ADP detection, 30 min; in the data active means activity change below about -30%; further: on the % scale 0 is the no-effect control and ±100 the full control effect
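Enzyme 40 or 20 nM (batch-dependent) in Tris pH 7.4/KCl/MgCl2/DTT; cpd 76 uM single point; ATP 10 uM; 30 min 37 °C; Transcreener ADP HTRF detection, 30 min RT; ratio 665/615.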
The depositor's hits bear a star; i = inactive; ? = inconclusive; . = not tested or not shown; & = joins results of further samples; [ ] = another dose, or the depositor's remark. Unless noted, the call rests on the fitted dose curve; in most records, active means well fitted curve in the direction sought with a large enough effect; inconclusive means small, poorly fitted or top-dose-only effect, or another doubt; inactive means no such curve, though single readings can be large; an effect the other way counts as inactive or inconclusive.

SMILES	HepG2 viability	Akt phos inh	Nrf2 block	TGFb inhibitor	MmCpn inh	A549 viability	Abeta rescue	Nrf2 ARE act	CCT modulator
CC(=O)Oc1ccc(C(=O)Nc2cccc(C(=O)NC(C)(C)C)c2)cc1	0%	i	-26%	-27%	1%	0%	2%	2.4%	-3.9
CC(C)=CCCC(C)CN1CCC(n2nccc2NC(=O)C2CCCC2)CC1 (stereo not given)	-8%	i	3%	0%	-1%	-4%	-4%	-0.8%	-0.8
O=C(Nc1ccc(Cl)c(Cl)c1)N1CCSCC1	0%	i	1%	-1%	4%	1%	27%	0.4%	-1.4
COc1ccccc1NC(=O)N(C)C[C@@H]1OCc2cnnn2CCCC(=O)N([C@@H](C)CO)C[C@H]1C	3%	i	.	-1%	.	.	-6%	-0.5%	-1.0
CCc1nnc(SCC(=O)NC2CCCCC2)nc1CC	-9%	i	-13%	-22%	1%	-1%	25%	-0.3%	-3.4
COc1ccc(Oc2nc3c(c(=O)n(C)c(=O)n3C)n2C)cc1	4%	i	-24%	1%	0%	-4%	-3%	0.3%	-0.9
O=C(N/N=C/c1ccc2ncccc2c1)c1ccco1	-36%	i	?	12%	1%	0%	-4%	-2.1%	-1.6
Cc1ccc(C(c2sc3nc(C)nn3c2O)N2CCN(c3ccccc3)CC2)cc1 (stereo not given)	-14%	i	-22%	-3%	-3%	-3%	5%	-0.7%	-1.7
Cc1ccc(OCC(=O)NCC(c2ccc(Cl)cc2)N2CCOCC2)cc1C (stereo not given)	-24%	.	15%	-19%	.	3%	18%	7.9%	.
C/C(CC(=O)Nc1cccc(Cl)c1C)=N\NC(=O)Cc1csc(N)n1	-14%	i	-1%	-20%	3%	-3%	-11%	2.5%	-0.5
CCc1ccc(CN(C)C(=O)c2cc(COc3ccc(-n4cncn4)cc3)on2)cc1	-15%	i	?	?	-2%	-17%	-30%[inhibitor]	-0.2%	4.0
CC(C)(C)NC(=O)CSc1nnc(NC(=O)CCc2ccccc2)s1	-35%	i	?	-22%	2%	11%	14%	0.0%	2.3
C[C@@H]1CN([C@H](C)CO)C(=O)CCCn2cc(nn2)CO[C@H]1CN(C)C(=O)c1ccncc1	-2%	i	.	17%	.	.	-20%	-0.4%	-1.4
COc1ccc(CNC(=O)N2CCN(c3ccc(F)cc3)CC2)cc1	-1%	i	-3%	-2%	-1%	1%	9%	-0.3%	0.1
CC(NC(=O)Cc1ccccc1)c1ccc(F)cc1 (stereo not given)	14%	i	17%	4%	0%	-4%	-9%	4.2%	0.9
CCOC(=O)C1CCN(CC(O)COCc2cccs2)CC1 (stereo not given)	-17%	i	1%	-6%	0%	0%	-13%	0.0%	-0.4
COc1ccc(-c2nc(SC(C)C(=O)NC3CC3)n[nH]2)cc1 (stereo not given)	-10%	i	16%	?	-2%	-13%	14%	-0.1%	-2.9
CCOc1ccc(-c2cccc(NS(=O)(=O)c3ccccc3C(F)(F)F)c2)nn1	-53%	.	.	-5%	.	6%	-18%	4.3%	.
CCc1cccc(CC)c1NC(=O)COC(=O)c1cccc(S(=O)(=O)N2CCc3ccccc3C2)c1	4%	i	18%	5%	-15%	-5%	14%	1.7%	-0.7
CC(=O)Nc1ccc2c(c1)c1ccccc1n2C(C)=O	-17%	i	2%	2%	-1%	-10%	18%	5.5%	-2.5
O=C(NCc1ccccn1)Nc1ccc2c(c1)OCO2	-3%	i	?	3%	-1%	12%	-10%	3.0%	0.6
COc1ccc(/C=N/NC(=O)Cn2cnc3ccccc3c2=O)cc1	8%	i	?	13%	-2%	-2%	1%	-0.6%	-3.1
CN(C)CCCNc1ccc(-c2n[nH]c(=O)c3ccccc23)cc1[N+](=O)[O-]	-14%	i	-27%	2%	2%	-1%	-7%	4.9%	-1.5
Cc1cc2c(cc1S(=O)(=O)CCC(=O)NCCc1ccccc1)OCC(=O)N2	4%&-3%	i	11%&-15%	2%&8%	-2%	3%&3%	-12%&-12%	-0.6%&-0.9%	0.4
COc1ccc(CNS(=O)(=O)c2ccc(S(=O)(=O)N3CCCCC3)cc2)cc1	-6%	i	-8%	?	-1%	7%	12%	-0.9%	-4.8

Continued, overlapping the part above by five compounds.
SMILES	HepG2 viability	Akt phos inh	Nrf2 block	TGFb inhibitor	MmCpn inh	A549 viability	Abeta rescue	Nrf2 ARE act	CCT modulator
O=C(NCc1ccccn1)Nc1ccc2c(c1)OCO2	-3%	i	?	3%	-1%	12%	-10%	3.0%	0.6
COc1ccc(/C=N/NC(=O)Cn2cnc3ccccc3c2=O)cc1	8%	i	?	13%	-2%	-2%	1%	-0.6%	-3.1
CN(C)CCCNc1ccc(-c2n[nH]c(=O)c3ccccc23)cc1[N+](=O)[O-]	-14%	i	-27%	2%	2%	-1%	-7%	4.9%	-1.5
Cc1cc2c(cc1S(=O)(=O)CCC(=O)NCCc1ccccc1)OCC(=O)N2	4%&-3%	i	11%&-15%	2%&8%	-2%	3%&3%	-12%&-12%	-0.6%&-0.9%	0.4
COc1ccc(CNS(=O)(=O)c2ccc(S(=O)(=O)N3CCCCC3)cc2)cc1	-6%	i	-8%	?	-1%	7%	12%	-0.9%	-4.8
N#Cc1ccsc1NC(=O)c1ccc2ncsc2c1	-21%	i	.	0%	.	.	5%	7.1%	1.2
Cn1c(CSCc2ccc(F)cc2)n[nH]c1=S	13%	i	-1%	-3%	-2%	1%	3%	-1.0%	-1.3
Cc1cc2ccccn2c1C(=O)c1ccncc1	4%	i	-23%	0%	-1%	-13%	6%	0.2%	-3.4
O=C1OC(Nc2cc(Br)cc3cccnc23)c2ccccc21 (stereo not given)	0%	i	?	0%	-7%	-4%	0%	2.7%	-4.7
Cc1cccc(NC(=O)CCCc2ccccc2)c1	-12%	i	?	0%	-2%	0%	-2%	3.1%	-2.7
Cc1ccc(Nc2nc(CSc3nnc(-c4ccncc4)n3C)cs2)cc1	-10%	i	?	-14%	?	6%	11%	-0.2%	-1.3
C=C1CCN(C(CC(C)C)C(=O)N2CCOCC2)S(=O)(=O)c2ccccc21 (stereo not given)	-22%	.	18%	-4%	.	5%	.	.	.
O=C(Cn1nc(C(F)F)cc1C1CC1)N1CCCC1	1%	i	-7%	-9%	2%	-10%	-2%	0.2%	0.9
COc1ccc(NC(=O)c2cc(S(=O)(=O)N3CCS(=O)(=O)CC3)ccc2Cl)cc1	-16%	i	.	1%	-2%	-1%	-5%[9.22 µM]	0.1%	-2.5
COC(=O)c1ccc2nc(NC(=O)C(C)(C)C)sc2c1	-15%	i	4.1µM*	0%	1%	-5%	-4%	-0.4%	-0.5
COc1ccc2[nH]c(C(=O)Nc3cccc(C)n3)cc2c1	-15%	i	?	21%	-4%	-8%	17%	2.4%	-0.2
O=C(NNC(=O)c1cc2cc(OC(F)(F)F)ccc2[nH]1)c1cccc(C(F)(F)F)c1	-5%	i	15%	-3%	3%	7%	0%	3.3%	-1.3
O=C(CSc1ncnc2ccccc12)NC1CCS(=O)(=O)C1 (stereo not given)	3%	i	-2%	15%	0%	5%	-9%	3.7%	-0.7
Cc1ccc(CCNC(=O)CCCn2c(=O)c3ccccc3n(Cc3ccccc3C#N)c2=O)cc1	-18%	.	-21%	-24%	.	-1%	-1%	0.3%	.
COC(=O)CN(c1nc(C)c(Br)c(OC)n1)S(=O)(=O)c1ccc(C)cc1	-3%	i	7%	9%	-3%	-2%	-9%	0.1%	2.6
OC1CCCN(CC(O)COC(c2ccccc2)c2ccccc2)C1 (stereo not given)	-1%	i	-8%	-6%	2%	7%	-11%	0.5%	0.0
COc1cc(C)ccc1OCC(=O)NCC1CCCO1 (stereo not given)	-8%	i	25%	-1%	3%	-1%	5%	-0.1%	-1.3
N#Cc1cccnc1N1CCC(C(N)=O)CC1	-3%	i	?	-11%	-3%	6%	0%	0.1%	-4.6
CN(C(=O)c1cccc(COc2ccc(Cl)cc2Cl)c1)c1ccccc1	21%	i	?	0%	2%	-26%	14%	0.2%	-2.2
CCOC(=O)N1CCN(C(=O)c2oc3ccc(S(=O)(=O)N(CC)CC)cc3c2C)CC1	3%	i	?	-6%	0%	0%	9%	-0.4%	0.1
CCC(=O)c1ccc(/C=C/c2nc3ccccc3n2C)o1	-23%	i	?	1%	-14%	?	-1%	11%	-2.7
Cn1c(=O)c2c(nc(CN3CCN(C(=O)c4ccco4)CC3)n2CCc2ccccc2)n(C)c1=O	29%	i	-21%	1%	-1%	4%	18%	0.7%	1.6
COC(=O)c1ccccc1NC(=O)c1sc(=S)n(C)c1N	-40%	i	?	-17%	?	-9%	-18%	5.1%	-0.2
CN(C)CCN1CCN(C2CN(CCc3ccccc3)S(=O)(=O)C2)CC1 (stereo not given)	3%	i	.	?	.	.	9%	0.5%	1.3
O=C(O)c1cc(-c2ccccc2)n(-c2ccc(Cl)cc2)n1	-18%	i	-17%	3%	2%	-6%	3%	-0.1%	-1.1
Cc1ccc(C(=O)OCc2nc(N)nc(Nc3ccccc3C)n2)cc1	13%	i	12%	-3%	0%	-8%	9%	0.4%	-0.8
O=C(CSc1nnc(Cn2c(=O)sc3ccccc32)n1-c1ccccc1)N1CCCC1	-8%	i	9%	-2%	-1%	-4%	6%	-0.7%	-2.0
CCOC(=O)c1c(-c2ccccc2)csc1NC(=S)NC	-46%	i	-8%	?	-11%	1%	0%	-0.1%	0.5

Bioassay records as filed in PubChem BioAssay.
